Screening data from PubChem BioAssay.
CR mimetic SO – lowers age-related superoxide in aged yeast cells; S. cerevisiae aged cells, superoxide DHE fluorescence; hits give low values; superoxide response (% of plate mean), % at 10 µM; 330,000 compounds, 0.18% hits;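 active = superoxide response under a set limit, about three screen SD below normal, cut at about 65% in these data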;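 note: yeast aged for seven days with compound at 30 °C before DHE staining; 100% = average MFI of all compound-treated wells on the plate with controls excluded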
GLD-1 RNA inh – GLD-1-TGE RNA interaction inhibition (C. elegans) | inhibition, % at 5.96 µM | Q17339 | purified GLD-1 + fluorescein TGE RNA, fluorescence polarization | 320,000 compounds, 0.44% hits;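 active = percent inhibition above a per-plate cutoff, the plate mean of test compounds plus 3 SD, cut at about 30% in these data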;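 note: 0% = DMSO wells with GLD-1 and probe and 100% = wells lacking GLD-1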
CIT2-GFP yeast – alters CIT2-GFP fluorescence in TOR pathway yeast screen. S. cerevisiae CIT2-GFP strain, flow cytometry, 3 h; 100 means same as DMSO wells. GFP response vs DMSO, % at 10 µM. 320,000 compounds, 0.065% hits. AID 2029;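 active = GFP response relative to DMSO above a set limit, near the screen mean plus 3 SD, cut at about 150% in these data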;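 note: ratio of well median GFP fluorescence to mean of DMSO wells on the plate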
MCL1-BIM inh – disrupts human MCL1 binding to BIM-BH3 peptide | Q07820 | GST-MCL1 / FITC-Bim-BH3 fluorescence polarization | inhibition, % at 10.9 µM | 320,000 compounds, 0.68% hits | AID 2057;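 active = inhibition above the mean inhibition of all tested compounds plus 3 SD, set per campaign, cut at about 40% in these data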;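 note: 0% = DMSO wells and 100% = unlabeled Bim-BH3 peptide control; higher means more loss of mP so more displacement of Bim peptide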
MEX-5 binding – C. elegans MEX-5 TCR-2 RNA binding activity. 300,000 compounds, 0.38% hits. AID 1832. activity score (negative = inhibition of binding), % at 10 µM. Q9XUB2. MEX-5/FITC-TCR2 RNA binding, fluorescence polarization; hits give low values;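 active = inhibition past about -25% in most replicates, and total fluorescence under double the plate's negative control median, limit read from the data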;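 note: 0% = DMSO and -100% = 5 µM competing unlabeled TCR2 RNA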
GRK2 aptamer HTS – human GRK2 inhibition via aptamer displacement; inhibition of aptamer binding, % at 10 µM; bead flow cytometry, FAM-aptamer displacement from GRK2; 330,000 compounds, 0.59% hits;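 active = inhibition of aptamer binding above 40%, roughly 3 SD of noise, on plates passing a quality check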;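 note: median bead fluorescence of bound FAM aptamer so fluorescent compounds give negative values; no value below 0 was filed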
Target sequence (P25098 whole entry, looked up): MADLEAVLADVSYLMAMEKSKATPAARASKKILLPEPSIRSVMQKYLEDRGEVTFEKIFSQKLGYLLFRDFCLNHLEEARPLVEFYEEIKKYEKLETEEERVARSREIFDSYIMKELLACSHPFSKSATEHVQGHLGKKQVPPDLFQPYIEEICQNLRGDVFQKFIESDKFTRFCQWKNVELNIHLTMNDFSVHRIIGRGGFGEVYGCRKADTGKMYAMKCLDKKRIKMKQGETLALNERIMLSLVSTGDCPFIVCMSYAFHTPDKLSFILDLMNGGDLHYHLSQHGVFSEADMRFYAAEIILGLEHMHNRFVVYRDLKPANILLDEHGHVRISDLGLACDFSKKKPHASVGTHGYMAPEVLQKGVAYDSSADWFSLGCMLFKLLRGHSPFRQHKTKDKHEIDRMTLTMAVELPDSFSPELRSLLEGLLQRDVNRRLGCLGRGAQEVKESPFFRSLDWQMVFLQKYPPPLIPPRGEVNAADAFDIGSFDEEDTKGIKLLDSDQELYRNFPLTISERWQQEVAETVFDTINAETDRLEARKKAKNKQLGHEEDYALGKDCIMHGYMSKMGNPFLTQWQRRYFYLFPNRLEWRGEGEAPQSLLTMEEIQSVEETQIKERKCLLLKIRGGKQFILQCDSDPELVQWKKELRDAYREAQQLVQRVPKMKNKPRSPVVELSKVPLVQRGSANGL
VLA-4 inh – inhibition in a human VLA-4 binding assay | P13612 | inhibition, % (about 7 µM as worked out from the volumes in the protocol) | VLA-4 expressing cells, ligand binding flow cytometry | 330,000 compounds, 0.2% hits | AID 2557; in the data active = inhibition above about 50%
BCLXL inh – inhibitors of human Bcl-xL | GST-Bcl-xL / FITC-Bim BH3 peptide fluorescence polarization | inhibition, % at 10.9 µM | 320,000 compounds, 0.7% hits;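 active = inhibition above the mean of all tested compounds plus 3 SD, cutoff set per campaign, cut at about 30% in these data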;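 note: 0% = DMSO wells and 100% = unlabeled Bim-BH3 peptide competitor; inhibitors lower millipolarization by displacing the labeled peptide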
Target sequence (Q07817 whole entry, looked up): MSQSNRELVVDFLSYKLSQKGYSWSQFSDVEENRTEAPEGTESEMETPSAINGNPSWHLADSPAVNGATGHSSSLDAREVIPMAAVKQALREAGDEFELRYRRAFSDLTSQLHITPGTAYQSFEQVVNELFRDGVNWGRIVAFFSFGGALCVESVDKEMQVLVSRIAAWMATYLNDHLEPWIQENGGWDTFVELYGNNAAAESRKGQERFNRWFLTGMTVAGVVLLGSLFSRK
AGP1 TOR yeast – modulators of TOR pathway AGP1-GFP in S. cerevisiae; S. cerevisiae AGP1-GFP multiplex flow cytometry, 3 h; GFP as percent of DMSO wells; GFP response vs DMSO, % at 10 µM; 320,000 compounds, 0.02% hits;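 active = GFP response relative to DMSO above a set limit, near screen average plus 3 SD, cut at about 150% in these data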;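 note: median GFP channel fluorescence of the gated AGP1 strain per well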
An asterisk follows results filed as active; x = not tested or not shown. The order is random; overall some 2.1% were active at least once.

1. Nc1nonc1-n1nnc(C(=O)N/N=C/c2ccoc2)c1CSc1ccc(Cl)cc1
2. COc1ccccc1NC(=O)Cc1noc(CSc2nnc(C)n2C)n1
3. CC(=O)Nc1cccc(C(=O)OCC(=O)N2CCC(c3ccccc3)=N2)c1
4. COc1ccc(NS(=O)(=O)c2cc(N)ccc2N2CCCCC2)cc1
5. O=C(c1ccc(C(F)(F)F)cc1)N1CCC(=O)N(C(CO)Cc2ccccc2)CC1 (centres undefined)
6. CC(C)N1C(=O)CCC1C(=O)N1CCN(c2ccccn2)CC1 (centres undefined)
7. COc1ccc(-c2nc3ccccc3nc2-c2ccccc2)cc1OC
8. COc1ccc(-c2csc(NC(=O)c3ccccc3Br)c2C(=O)O)cc1
screen / no.,1,2,3,4,5,6,7,8
CR mimetic SO,118,120,113,118,112,94,96,107
GLD-1 RNA inh,0,-4,-3,9,5,-4,-2,5
CIT2-GFP yeast,93,108,91,82,99,94,104,75
MCL1-BIM inh,6,-2,-4,11,3,1,-3,3
MEX-5 binding,-5.5,-0.8,-1.3,x,-0.6,-0.5,-2.6,0.1
GRK2 aptamer HTS,3,0,1,0,0,0,3,0
VLA-4 inh,9,-6,-2,4,-6,-1,5,3
BCLXL inh,2,-4,-4,4,10,5,-1,9
AGP1 TOR yeast,96,100,95,91,89,99,96,92

9. CCOC(=O)C1=C(N)OC2=C(C(=O)CCC2)C1c1ccco1 (centres undefined)
10. CC(C)(C)S(=O)(=O)/C(C#N)=N/Nc1ccc(S(C)(=O)=O)cc1
11. Cc1ccccc1N1C(S)=C(C#N)C(=O)NC12CCCCC2
12. O=C(CN1CCN(S(=O)(=O)c2ccc(Br)cc2)CC1)c1ccc(O)c(O)c1
13. COc1ccccc1-n1nnnc1SCC(=O)NC1CCCCC1
14. Cc1cccc(/N=C/c2sc3ccccc3c2O)n1
15. CC(OC(=O)c1ccc2c(=O)n3c(nc2c1)CCCCC3)C(=O)Nc1ccc(F)cc1Cl (centres undefined)
16. COc1ccc(/C=C/C=N/NC(=O)COc2ccc(OC)cc2)cc1
screen / no.,9,10,11,12,13,14,15,16
CR mimetic SO,96,103,102,108,90,106,108,130
GLD-1 RNA inh,5,5,-1,10,6,-61,-1,2
CIT2-GFP yeast,113,83,84,97,107,103,98,100
MCL1-BIM inh,3,-4,1,17,4,-63,0,-10
MEX-5 binding,-0.1,0.9,-0.2,2.7,-1.1,-0.6,2.6,1.7
GRK2 aptamer HTS,0,1,4,4,3,0,2,0
VLA-4 inh,-8,14,0,0,6,-9,16,16
BCLXL inh,6,2,0,11,2,-46,5,-4
AGP1 TOR yeast,108,99,95,99,96,96,97,97

8 of these compounds, set out differently.
Every second line gives: CR mimetic SO, GLD-1 RNA inh, CIT2-GFP yeast, MCL1-BIM inh, MEX-5 binding, GRK2 aptamer HTS, VLA-4 inh, BCLXL inh, AGP1 TOR yeast
6	CC(C)N1C(=O)CCC1C(=O)N1CCN(c2ccccn2)CC1 (centres undefined)
→ 94, -4, 94, 1, -0.5, 0, -1, 5, 99
7	COc1ccc(-c2nc3ccccc3nc2-c2ccccc2)cc1OC
→ 96, -2, 104, -3, -2.6, 3, 5, -1, 96
8	COc1ccc(-c2csc(NC(=O)c3ccccc3Br)c2C(=O)O)cc1
→ 107, 5, 75, 3, 0.1, 0, 3, 9, 92
9	CCOC(=O)C1=C(N)OC2=C(C(=O)CCC2)C1c1ccco1 (centres undefined)
→ 96, 5, 113, 3, -0.1, 0, -8, 6, 108
10	CC(C)(C)S(=O)(=O)/C(C#N)=N/Nc1ccc(S(C)(=O)=O)cc1
→ 103, 5, 83, -4, 0.9, 1, 14, 2, 99
11	Cc1ccccc1N1C(S)=C(C#N)C(=O)NC12CCCCC2
→ 102, -1, 84, 1, -0.2, 4, 0, 0, 95
12	O=C(CN1CCN(S(=O)(=O)c2ccc(Br)cc2)CC1)c1ccc(O)c(O)c1
→ 108, 10, 97, 17, 2.7, 4, 0, 11, 99
13	COc1ccccc1-n1nnnc1SCC(=O)NC1CCCCC1
→ 90, 6, 107, 4, -1.1, 3, 6, 2, 96

Carrying on:
17. N/C(Cc1ccc([N+](=O)[O-])cc1)=N\OC(=O)c1ccc([N+](=O)[O-])cc1
18. CC(Cc1c[nH]c2ccccc12)NC(=O)OCCCl (centres undefined)
19. Cc1nn(C)cc1S(=O)(=O)N1CCN(c2ccc(F)cc2)CC1
20. COc1ccccc1C(=O)COC(=O)c1cc([N+](=O)[O-])ccc1N1CCOCC1
21. CCOC(=O)[C@H](CCc1ccccc1)N[C@@H](C)C(=O)N1[C@H](C(=O)O)C[C@@H]2CCC[C@@H]21
22. O=C(OCC(=O)N1CCc2ccccc21)c1ccc[nH]c1=O
23. COC(=O)CN1C(=O)C2(OCCCO2)c2ccccc21
24. C[C@]12CC[C@H](O)CC1=CCC1C2CC[C@@]2(C)C1CCC21OCCO1 (some centres undefined)
screen / no.,17,18,19,20,21,22,23,24
CR mimetic SO,93,92,105,96,98,76,120,91
GLD-1 RNA inh,0,-6,1,-3,3,21,3,-2
CIT2-GFP yeast,97,107,95,90,92,100,101,98
MCL1-BIM inh,2,7,4,3,-1,1,0,x
MEX-5 binding,-1.5,-5.1,-0.2,1.2,-4.7,1.5,-0.7,x
GRK2 aptamer HTS,0,4,1,0,0,0,0,6
VLA-4 inh,2,0,13,0,8,12,7,17
BCLXL inh,0,5,5,-1,6,1,0,x
AGP1 TOR yeast,85,92,100,108,97,93,113,89

25. COC(=O)c1cc(C(=O)Nn2cnnc2)cc([N+](=O)[O-])c1
26. COc1ccc(OC)c(/C=C/C(=O)c2ccc3c(c2)OCCO3)c1
27. CCCC(=O)O[C@@H]1C[C@@H](C)N(C(=O)c2ccccc2)c2ccc(C)cc21
28. C#Cc1cccc(C(=O)N2CCCC(Nc3cccc(F)c3)C2)c1 (centres undefined)
29. CCS(=O)(=O)N1CCC(NC(=O)c2ccco2)CC1
30. COc1ccc(OCC(=O)Nc2sc3c(c2C(=O)NCC2CCCO2)CCC3)cc1 (centres undefined)
31. Cc1ccc(S(=O)(=O)Nc2ncnc3ccccc23)cc1
32. COc1ccc(Cl)c2c1[nH]c1nc(SCc3cccnc3)nnc12
screen / no.,25,26,27,28,29,30,31,32
CR mimetic SO,109,94,101,103,107,94,118,106
GLD-1 RNA inh,4,7,4,0,-4,1,3,2
CIT2-GFP yeast,102,94,101,98,104,94,104,75
MCL1-BIM inh,8,5,-2,6,-1,-2,-1,-13
MEX-5 binding,2.2,1.4,-5.3,0.8,5.1,-0.3,0.5,1.8
GRK2 aptamer HTS,2,2,1,3,2,0,0,1
VLA-4 inh,8,28,9,11,3,13,-5,6
BCLXL inh,3,3,4,6,0,-3,1,-2
AGP1 TOR yeast,97,95,103,102,104,98,96,26

33. N=c1n(CCCOc2ccc(F)cc2)c2ccccc2n1CC(N)=O
34. COc1ccc(S(=O)(=O)CCC(=O)Nc2cccc(OC)c2)cc1
35. Cc1nc2ccccc2n1CC(=O)NC(C)C1CC2CCC1C2 (centres undefined)
36. CCC(C)NC(=O)CCc1nc2ccccc2n1-c1ccccc1 (centres undefined)
37. CCn1c(=O)c2cc(C(=O)N(C)c3ccccc3F)sc2c2ccccc21
38. Cc1cc(C)c2nc(NC(=O)c3ccc4c(c3)OCO4)sc2c1
39. CC(C)C(NC(=O)C12CC3CC(CC(C3)C1)C2)C(=O)NC1=NCCS1 (centres undefined)
40. COc1ccc(NC(=O)CN(C)CC(=O)N(CC(C)C)c2c(N)n(CC(C)C)c(=O)[nH]c2=O)cc1
screen / no.,33,34,35,36,37,38,39,40
CR mimetic SO,107,90,101,103,101,105,109,107
GLD-1 RNA inh,-3,-2,2,4,-1,0,7,21
CIT2-GFP yeast,104,109,97,108,88,101,110,99
MCL1-BIM inh,6,-5,3,-6,-1,3,11,x
MEX-5 binding,0.3,1.4,0.2,0.9,-2.3,1.6,1.2,x
GRK2 aptamer HTS,0,4,2,0,3,3,0,0
VLA-4 inh,-21,-6,10,14,2,-6,0,-5
BCLXL inh,10,1,6,-1,6,3,6,x
AGP1 TOR yeast,104,104,100,118,100,101,106,100

41. O=S(=O)(c1ccccc1)[C@@]1(c2ccccc2)C[C@@H]2ON=C(c3cccc(Br)c3)[C@@H]2C1
42. CC(C)(C)NC(=O)NC(=O)COC(=O)Cc1c(F)cccc1Cl
43. CCCSC1=C(C#N)C(c2ccccc2C)C(C(=O)OC)C(=O)N1 (centres undefined)
44. COc1ccc(NC(=O)ON=C2c3ccccc3-c3ccccc32)cc1
45. COC(=O)c1c(NC(=O)Cc2ccccc2)sc2c1C(C(=O)OC)CC2 (centres undefined)
46. Cc1cccn2c(=O)c(C=O)c(Cl)nc12
47. COc1cc(C(=O)Nc2ccc(N3CCCS3(=O)=O)cc2)c([N+](=O)[O-])cc1OC
48. Cc1[nH]nc(S(=O)CC(=O)O)c1[N+](=O)[O-] (centres undefined)
screen / no.,41,42,43,44,45,46,47,48
CR mimetic SO,95,105,120,105,94,99,97,106
GLD-1 RNA inh,1,6,4,7,4,14,7,4
CIT2-GFP yeast,86,98,107,90,104,80,102,103
MCL1-BIM inh,8,-1,11,11,5,24,-1,-6
MEX-5 binding,0.6,-1.3,-1.5,-4.1,0.5,-1.9,-0.1,0.4
GRK2 aptamer HTS,2,4,0,4,0,4,0,2
VLA-4 inh,1,9,8,6,1,-31,10,-1
BCLXL inh,4,5,1,5,3,27,3,0
AGP1 TOR yeast,83,104,115,88,102,55,108,96

49. N#CCc1ccc(NS(=O)(=O)c2ccc(N3CCCC3=O)cc2)cc1
50. Cc1cccc(NC(=O)COC(=O)[C@@H]2CCCN2C(=O)c2cccs2)c1
51. C=CC#CC1(O)CC(C)N(C)CC1C (centres undefined)
52. Cn1c(SCC(=O)N/N=C/c2cccs2)nc2ccccc21
53. O=C(O)c1cccc2[nH]c(C(F)(F)F)nc12
54. CC(=O)N1CCN(S(=O)(=O)c2cccc(C(=O)NNC(=O)COc3c(C)cccc3C)c2)CC1
55. COc1cccc(/C=N/N2C(=O)NC3(CCCCC3)C2=O)c1O
56. CCN(C(=O)COC(=O)/C(=C/c1ccccc1)n1nnnc1C)C1CCCCC1
screen / no.,49,50,51,52,53,54,55,56
CR mimetic SO,101,111,68,85,102,86,105,88
GLD-1 RNA inh,-6,0,1,3,-5,2,8,5
CIT2-GFP yeast,107,100,98,98,88,99,96,92
MCL1-BIM inh,1,x,4,-7,5,x,6,4
MEX-5 binding,-2.9,x,3.7,-0.1,-2.0,x,0.1,0.8
GRK2 aptamer HTS,0,0,0,4,0,1,0,0
VLA-4 inh,-3,1,27,33,2,9,11,-2
BCLXL inh,-1,x,3,-4,5,x,2,3
AGP1 TOR yeast,102,100,99,100,x,105,96,105

57. Clc1ccc(C(c2nnnn2C2CCCC2)N2CCN(Cc3ccncc3)CC2)cc1 (centres undefined)
58. Cc1nc(C)c(C(=O)Nc2nc3c(C)cccc3s2)o1
59. NS(=O)(=O)c1ccc(CCNC(=O)CSc2nc3ccccc3c3nc(CCN4CCCCC4)nn23)cc1
60. Cc1ccc(CSCC(=O)Nc2ccc3c(c2)OCO3)cc1
61. Cc1ccc(S(=O)(=O)Nc2ccccn2)cc1[N+](=O)[O-]
screen / no.,57,58,59,60,61
CR mimetic SO,86,88,93,107,101
GLD-1 RNA inh,7,11,-3,6,-6
CIT2-GFP yeast,96,96,94,101,95
MCL1-BIM inh,1,37,7,4,2
MEX-5 binding,-0.8,-1.1,1.1,2.4,0.4
GRK2 aptamer HTS,0,6,0,2,0
VLA-4 inh,6,-8,16,6,8
BCLXL inh,2,19,-2,5,2
AGP1 TOR yeast,101,84,82,100,99
